Shiga inhibitor: inhibitors of Shiga toxin in Vero cells | Vero cells, Shiga toxin protein synthesis inhibition reporter | AID 2315 | hit rate 9.2% among 290,000 | inhibition, % at 38.7 µM; in the data active means inhibition mostly above about 28%, no sharp cut-off; inactive means mostly below about 43%; further: 0% is about no effect
FBPA Giardia inh: Giardia lamblia aldolase inhibition; purified Giardia FBPA; Potency, µM (series often up to 59.6 µM), without a hit: at the highest dose activity, negative = inhibition, usual class: inhibitors; hit rate 0.71% among 290,000; AID 2451; further: potency means the concentration at half of the fitted maximal effect; on the % scale 0 is the no-effect control and ±100 the full control effect; nearly all actives have a fitted effect of over 55% in size
Target sequence (A8B2U2 whole entry, looked up): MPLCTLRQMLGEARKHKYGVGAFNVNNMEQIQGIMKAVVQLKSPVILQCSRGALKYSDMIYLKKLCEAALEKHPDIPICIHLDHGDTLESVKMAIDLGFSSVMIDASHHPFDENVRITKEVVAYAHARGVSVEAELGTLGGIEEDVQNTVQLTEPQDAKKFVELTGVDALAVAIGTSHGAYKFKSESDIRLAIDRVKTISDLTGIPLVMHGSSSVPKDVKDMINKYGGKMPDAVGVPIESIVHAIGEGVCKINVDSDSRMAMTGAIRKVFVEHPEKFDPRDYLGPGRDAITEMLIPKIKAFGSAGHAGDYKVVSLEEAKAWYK
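40 nM FBPA preincubated 10 min at RT with compound (up to 57.5 uM final), then substrate plus GAPDH/TPI/NAD/arsenate coupling and diaphorase/resazurin added. Fluorescence read after 20 min at RT, 525/598 nm.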
CHX counter: counter-screen hit for Shiga toxin inhibitors, cycloheximide | cell reporter, cycloheximide protein synthesis inhibition counterscreen | AID 2314 | hit rate 12% among 300,000 | max response, %; in the data active means max response mostly above about 13%, no sharp cut-off; inactive means mostly below about 14%; further: read at 38.3 µM for the half of the compounds with a filed dose; 0% is about no effect
Pf growth 48h: P. falciparum growth inhibition at 48 hours (one generation); hit rate 5.9% among 310,000; P. falciparum luciferase growth in erythrocytes, 48 h; AID 504832; Potency, µM (titrated, usually from 28.7 µM), for the others: at the highest dose activity change, negative = inhibition, usual class: inhibitors; further: potency means the concentration at half of the fitted maximal effect; on the % scale 0 is the no-effect control and ±100 the full control effect
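Luciferase-expressing P. falciparum in infected erythrocytes (2% hematocrit, 0.1% parasitemia final) in RPMI 1640/0.5% Albumax were exposed to compound for 48 hours at 37 C, 5% CO2; growth read as luminescence.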
HCV inhibitor: blocks hepatitis C virus; Potency, µM (titrated, usually from 41.8 µM), without a hit: top-dose activity change, negative = inhibition, most hits filed as inhibitors; Huh7.5.1 HCVcc-Cre infection, luciferase reporter, 44 h; AID 651820; hit rate 3.4% among 340,000; further: potency means the concentration at half of the fitted maximal effect; on the % scale 0 is the no-effect control and ±100 the full control effect
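Whole-lifecycle infectious HCVcc-Cre system; cells 1,000/well, compound then virus (~0.5 moi) added 4 h after plating, 44 h culture. Luciferase read 15 sec following 15 min substrate incubation, room temp.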
Pf growth 96h: inhibits malaria parasite growth, 96 h; P. falciparum luciferase reporter growth, 96 h; hit rate 6.9% among 320,000; AID 504834; Potency, µM (highest dose often 28.7 µM), for the others: top-dose activity change, negative = inhibition, usual class: inhibitors; further: potency means the concentration at half of the fitted maximal effect; on the % scale 0 is the no-effect control and ±100 the full control effect
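Plates of compound plus infected erythrocytes (2% hematocrit, 0.05% parasitemia final) incubate 96 hours, 37 C, 5% CO2. Detection reagent added; reduced luminescence from the parasites' luciferase reporter flags inhibition.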
Numbers without * were called inactive; ? = inconclusive; . = no result given; [ ] = remark or other dose. Unless noted, the call rests on the fitted dose curve; in most records, active means well fitted curve in the direction sought with a large enough effect; inconclusive means small, poorly fitted or top-dose-only effect, or another doubt; inactive means no such curve, though single readings can be large; an effect the other way counts as inactive or inconclusive.

item	SMILES	Shiga inhibitor	FBPA Giardia inh	CHX counter
1	CCC1(CC)NC(=O)N(CC(=O)N2CCN(c3ccccc3F)CC2)C1=O	.	.	.
2	COc1ccc(N2CC(O)=C(c3nc(-c4ccc(Br)cc4)cs3)C2=N)cc1	-6	4%	-8
3	O=C(Nc1ccccc1C(=O)Nc1ccccc1)c1ccccc1F	-4	-2%	-5
4	Cc1ccc(/C=N/NC(=O)c2cc(C)oc2C)o1	21	-2%	15*
5	Cc1ccc(N2CC(NC(=O)C(=O)c3c(C)[nH]c4ccccc34)CC2=O)cc1C (stereo not drawn)	.	.	.
6	CS(=O)(=O)c1ccc(NCCc2ccccn2)c([N+](=O)[O-])c1	24	9%	-3
7	O=C(O)CCCCCNC(=O)CCn1nnc2ccccc2c1=O	-11	0%	-4
8	COc1ccc(NS(=O)(=O)c2cccc(C(=O)N/N=C/c3cn(-c4ccccc4)nc3-c3ccc(OC)cc3)c2)cc1	5	-2%	9
9	Cc1nc(NC(=O)CCc2ccccc2)ccc1Br	137*	2%	32*
10	O=C(NNS(=O)(=O)c1ccccc1)c1ccccc1-n1cccc1	-4	-8%	-2

item	Pf growth 48h	HCV inhibitor	Pf growth 96h
1	6%	7%	1%
2	-8%	11%	-2%
3	6%[0.00184 µM]	-12%	?
4	8%	4%	-7%
5	?	11%	?
6	-10%	16%	-18%
7	23%	9%	?
8	2.3µM*	-16%	?
9	88%[activator]	?	.
10	8%	9%	35%

Next entries follow.
item	SMILES	Shiga inhibitor	FBPA Giardia inh	CHX counter
11	CCOC(=O)[C@H]1[C@H]2COc3ccc(Cl)cc3[C@@H]2N2C(=O)CN(Cc3ccc(Cl)cc3)C(=O)[C@@]12C	.	.	.
12	CN(C)/C=N/C(=S)Nc1ccccc1F	90	-8%	28*
13	CN(CC(=O)Nc1ncn[nH]1)S(=O)(=O)c1ccc(Br)cc1	-32	.	-1
14	COc1ccc(O)c(C(=O)c2cc(C#N)c(=O)n(Cc3ccccc3)c2)c1	27	-3%	13
15	COc1ccc(/C=C/c2c([N+](=O)[O-])c(=O)n(C)c(=O)n2C)c(OC)c1OC	-5	7%	-2
16	Cc1ccc(NC(=O)CN(C)C2CCCCC2)cc1Br	11	?	7
17	O=C(CNS(=O)(=O)c1cccs1)NCc1ccc(F)cc1	-4	0%	-4
18	COc1ccc(N2CCN(C(=O)COc3ccc4c(C)cc(=O)oc4c3)CC2)cc1	17	-3%	1
19	Cc1ccc2c(CN3CCN(S(=O)(=O)c4ccccc4C(F)(F)F)CC3)cc(=O)oc2c1	.	.	.
20	O=S1(=O)N=C(N/N=C/c2ccccn2)c2ccccc21	-14	?	-1

item	Pf growth 48h	HCV inhibitor	Pf growth 96h
11	15µM*	-1%	?
12	42%[activator]	-6%	19%
13	-11%	21%	4%
14	-4%	-20%	?
15	?	-9%	-14%
16	8%	?	?
17	5%	10%	43%[activator]
18	?	?	?
19	12µM*	?	9.3µM*
20	?	-1%	?

Compound profiles (already shown).
`O=S1(=O)N=C(N/N=C/c2ccccn2)c2ccccc21` is entered as Shiga inhibitor = -14; FBPA Giardia inh = ?; CHX counter = -1; Pf growth 48h = ?; HCV inhibitor = -1%; Pf growth 96h = ?
`CN(CC(=O)Nc1ncn[nH]1)S(=O)(=O)c1ccc(Br)cc1` is entered as Shiga inhibitor = -32; FBPA Giardia inh = .; CHX counter = -1; Pf growth 48h = -11%; HCV inhibitor = 21%; Pf growth 96h = 4%

The list continues:
item	SMILES	Shiga inhibitor	FBPA Giardia inh	CHX counter
21	Cc1ccc(C(C)C)cc1OCC(=O)N1CCN(C(=O)c2ccco2)CC1	.	.	.
22	CN(CC(=O)Nc1ccccc1Oc1ccccc1)Cc1ccccc1F	-9	-14%	0
23	CC(C)CC(=O)NC(=S)Nc1cccc2nsnc12	-4	?	-1
24	O=C(C[n+]1ccc(Cc2ccccc2)cc1)Nc1ccccc1	39*	-3%	25
25	O=C(O)c1ccc(COc2ccc3c4c(c(=O)oc3c2)CCC4)o1	-15	18%	-1
26	COc1cccc(C(=O)OC(C)CN2CCCC2)c1 (stereo not drawn)	-13	-6%	-3
27	COc1ccccc1/C=C/[C@@H]1C[C@H]2CN(Cc3cccc(Cl)c3)C(=O)[C@]23CCCN13	-17	1%	-2
28	COc1ccc(CC(NC(C)=O)C(=O)NC2CCN(C(=O)c3ccccc3F)CC2)cc1 (stereo not drawn)	-14	16%	-1
29	COc1ccccc1-c1noc(CCC(=O)Nc2cccc(C(F)(F)F)c2)n1	5	1%	9
30	CCCN1C2CCCC1CC(NC(=O)c1ccccc1OC)C2 (stereo not drawn)	0	-6%	-4

item	Pf growth 48h	HCV inhibitor	Pf growth 96h
21	?	-10%	?
22	?	-14%	?
23	-18%	?	-21%
24	-29%	2%	?
25	?	25%	?
26	-4%	0%	4.1µM*
27	?	?	3%
28	-2%	-21%	5%
29	4%	?	?
30	2%	1%	0%

Additional records
item	SMILES	Shiga inhibitor	FBPA Giardia inh	CHX counter
31	COc1ccc(/C=C/C(=O)NCCc2c[nH]c3ccccc23)cc1OC	-1	-5%	-1
32	S=C(Nc1ccc(Cl)cc1)NN1CCOCC1	-18	-7%	-3
33	CCOC(=O)CSc1ncnc2c(C(=O)OCC)c3n(c12)CCC3	-6	6%	7
34	Cn1ncc2c(Nc3cccc(C(=O)O)c3)ncnc21	6	1%	0
35	CCCNC(=O)C(Cc1cccc(C#N)c1)NC(=O)c1cccc([N+](=O)[O-])c1 (stereo not drawn)	.	.	.
36	CCOC(=O)Cc1csc(NC(=O)c2ccc(OC)c(OC)c2)n1	-15	1%	2
37	O=C(Cc1ccc(F)cc1)Nc1ccc(S(=O)(=O)N2CCCCC2)cc1	-9	-1%	1
38	Cc1ccc(S(=O)(=O)Nc2ccccc2C(=O)Nc2ccc(S(=O)(=O)Nc3nccc(C)n3)cc2)cc1	-11	29%	-3
39	COc1cccc(-c2nnc3n2N=C(c2c(OC)cccc2OC)CS3)c1	-1	17%	-2
40	CCOC(=O)c1sc2nc(C)nc(NCCc3ccccn3)c2c1C	-2	-10%	-2

item	Pf growth 48h	HCV inhibitor	Pf growth 96h
31	8.3µM*	-28%	15µM*
32	-24%	-2%	?
33	13%	-6%	39%[activator]
34	48%[activator]	6%	49%[activator]
35	?	-11%	?
36	-18%	-20%	63%[activator]
37	0%	?	14%
38	-22%	4%	-3%
39	.	.	.
40	?	?	?

Overlap with the part before: 3 compounds, followed by the next part.
item	SMILES	Shiga inhibitor	FBPA Giardia inh	CHX counter
38	Cc1ccc(S(=O)(=O)Nc2ccccc2C(=O)Nc2ccc(S(=O)(=O)Nc3nccc(C)n3)cc2)cc1	-11	29%	-3
39	COc1cccc(-c2nnc3n2N=C(c2c(OC)cccc2OC)CS3)c1	-1	17%	-2
40	CCOC(=O)c1sc2nc(C)nc(NCCc3ccccn3)c2c1C	-2	-10%	-2
41	COc1cc(/C=N\NC(=O)CNC(=O)c2cccc([N+](=O)[O-])c2)ccc1O	-6	-4%	3
42	Cc1ccc(NC(=O)NC2(C(=O)NCc3ccccc3)CCCCC2)cc1	18	4%	-4
43	CC(C)(C)OC(=O)N[C@@H](C(=O)OC(C)(C)C)c1ccc(Br)cc1	.	.	.
44	O=C(O)c1ccc(N2C(=O)CC(SC(=NCc3ccc4c(c3)OCO4)Nc3ccc(F)cc3)C2=O)cc1 (stereo not drawn)	15	4%	-1
45	CC(Oc1ccc(Cl)cc1)c1ccnn1S(C)(=O)=O (stereo not drawn)	27	-15%	12
46	CC(=O)c1ccc(NC(=O)CCc2nnc3ccc(N4CCCC4)nn23)cc1	50*	.	31*
47	COc1ccc(CN2CCc3ccccc3C2)c(OC)c1	3	?	-1
48	COCCCn1c(-c2ccsc2)nc2c1c(=O)[nH]c(=O)n2Cc1ccccc1	15	-5%	0
49	CNc1ccccc1NC(=O)CCn1c(=S)oc2ccccc21	-14	-5%	3
50	Cc1c(F)cccc1NC(=O)CCCCCC1NC(=O)NC1C (stereo not drawn)	27	8%	-3

item	Pf growth 48h	HCV inhibitor	Pf growth 96h
38	-22%	4%	-3%
39	.	.	.
40	?	?	?
41	17%	7%	.
42	?	-13%	-2%
43	?	?	?
44	?	0%	.
45	.	8%	?
46	14%	0%	15%
47	27%	-2%	-20%
48	?	-11%	?
49	?	-14%	-18%
50	-9%	14%	-17%

(listing goes on)
item	SMILES	Shiga inhibitor	FBPA Giardia inh	CHX counter
51	CN(C)S(=O)(=O)c1ccc(N2CCCC2)c(C(=O)NNC(=O)c2ccc(Br)cc2)c1	.	.	.
52	Cc1ccc(CNC(=O)CSc2ccc(-c3ccco3)nn2)cc1	22	-5%	-3
53	CCC(=O)n1nc(-c2ccc(OC)cc2)nc1SC	42*	2%	30*
54	O=C1CC(SC2=NCCS2)C(=O)N1c1ccc(Br)cc1 (stereo not drawn)	-2	4%	-5
55	COCCNC(C)C(=O)C12CC3CC(CC(C3)C1)C2 (stereo not drawn)	-16	-10%	-1
56	CC(Sc1nncn1C)C(=O)Nc1ccc(Cl)cn1 (stereo not drawn)	-10	6%	-2
57	CCN(CC)S(=O)(=O)c1cc(Br)ccc1OC	-3	6%	-4
58	CCOCCOC(=O)c1[nH]c2c(c1C)C(=O)CC(c1cccs1)C2 (stereo not drawn)	-2	12%	5
59	CC(C)CN(C(=O)COC(=O)Cn1cnc2ccccc2c1=O)C1CCS(=O)(=O)C1 (stereo not drawn)	-8	23%	-2
60	Cc1ccc(N(CC(=O)N(C)Cc2ccccc2)S(C)(=O)=O)cc1C	-6	1%	-3

item	Pf growth 48h	HCV inhibitor	Pf growth 96h
51	6%	-11%	6%
52	14%	4%	12%
53	187%[activator]	14%	-28%
54	4%	15%	7%
55	-1%	?	.
56	31%[activator]	1%	48%[activator]
57	-6%	-13%	-8%
58	?	17%	53%[activator]
59	-2%	18%	5%
60	-1%	11%	?

(list continues)
item	SMILES	Shiga inhibitor	FBPA Giardia inh	CHX counter
61	COc1ccccc1NC(=O)C(=O)NCCC1CCCCN1S(=O)(=O)c1cccs1 (stereo not drawn)	.	.	.
62	Cc1cnnn1-c1ccc([N+](=O)[O-])cc1	-12	7%	-2
63	COc1cc(C=C(c2nc3ccccc3s2)c2nc3ccccc3s2)ccc1O	10	-3%	23*
64	CCCn1c(=O)c2c(ncn2C)n(CCC)c1=O	.	7%	.
65	C/C(=N/NC(=O)C1CCCN1C(=O)c1ccc([N+](=O)[O-])cc1)c1ccc(Br)cc1 (stereo not drawn)	-2	1%	-1
66	Cc1ccc(S(=O)(=O)NCCCn2ccnc2)cc1C(=O)NC(C)C	-6	-5%	-3
67	CCOC(=O)c1cc(-c2cccc([N+](=O)[O-])c2)n[nH]1	2	-5%	14

item	Pf growth 48h	HCV inhibitor	Pf growth 96h
61	?	?	?
62	13%	18%	-29%
63	-18%	?	?
64	-2%	-13%	11%
65	?	0%	4%
66	16%	11%	-11%
67	54%[activator]	8%	50%[activator]

Source: PubChem
